VIM-2 inh: blocks Pseudomonas aeruginosa VIM-2 metallo-beta-lactamase. purified VIM-2, nitrocefin hydrolysis, epi-absorbance fluorescence. inhibition, % at 5.6 µM. 290,000 tested, 0.89% active;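 active means inhibition above the mean of all tested compounds plus 3 SD, cutoff set per screening run, cut at about 7.5% in these data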;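 further: red hydrolysis product quenches plate fluorescence so inhibitors raise well fluorescence; 0% = enzyme with DMSO and 100% = DMSO without enzyme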
FID counter: fluorescent intercalator displacement, NS3 helicase counter-screen | AID 1845 | 290,000 tested, 0.17% active | DNA fluorescent intercalator displacement, fluorescence | inhibition, % at 7.9 µM; in the data active means inhibition above about 37%;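 further: 0% = vehicle and 100% = reference compound; higher means more ethidium bromide displaced from hairpin DNA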
V1R ag counter: V1a receptor agonism, counter-screen for OXTR agonists; activation, % at 3 µM; 320,000 tested, 0.25% active; CHO-V1R cells, Fluo-8 calcium fluorescence, agonist mode; 0% DMSO, 100% 3 nM vasopressin; AID 2797; P37288;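 active means activation above the mean activation of all tested compounds plus 3 SD, per screening run, cut at about 20% in these data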;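 further: signal is peak over basal fluorescence ratio across a 100 second FLIPR read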
Target sequence (P37288 whole entry, looked up): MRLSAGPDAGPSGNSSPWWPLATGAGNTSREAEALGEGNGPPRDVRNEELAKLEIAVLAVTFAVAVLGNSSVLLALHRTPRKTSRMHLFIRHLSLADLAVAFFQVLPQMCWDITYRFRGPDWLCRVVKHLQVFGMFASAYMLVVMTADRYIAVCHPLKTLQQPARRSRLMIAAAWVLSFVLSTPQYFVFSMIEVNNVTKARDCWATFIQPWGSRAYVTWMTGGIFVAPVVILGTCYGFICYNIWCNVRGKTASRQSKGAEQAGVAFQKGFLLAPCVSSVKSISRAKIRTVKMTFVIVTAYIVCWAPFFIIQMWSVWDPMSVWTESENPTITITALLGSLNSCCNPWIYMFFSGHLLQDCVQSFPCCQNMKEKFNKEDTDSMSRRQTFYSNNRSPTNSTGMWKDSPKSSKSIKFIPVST
GalR3 antag: blocks the human galanin receptor 3; inhibition, % at 3 µM; HEK293 GalR3-CNG cAMP membrane potential fluorescence; galR3 body fused to GalR1 C-terminus; AID 651719; 360,000 tested, 0.44% active;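 active means inhibition above the screen-wide average plus 3 SD, cut at about 13% in these data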;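 further: forskolin and galanin both at EC90 stimulate the cells; cAMP rise reported by CNG channel membrane potential dye signal; 0% = forskolin plus galanin with DMSO and 100% = forskolin alone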
Target sequence (O60755 1-299 limits assumed): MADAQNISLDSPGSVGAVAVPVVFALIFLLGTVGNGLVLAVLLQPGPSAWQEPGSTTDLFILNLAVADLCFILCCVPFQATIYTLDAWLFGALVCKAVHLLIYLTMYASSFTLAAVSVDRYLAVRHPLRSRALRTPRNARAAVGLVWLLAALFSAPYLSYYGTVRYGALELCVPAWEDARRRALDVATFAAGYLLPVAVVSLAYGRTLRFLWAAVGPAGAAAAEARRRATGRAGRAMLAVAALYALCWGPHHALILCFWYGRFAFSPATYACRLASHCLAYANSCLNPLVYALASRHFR
PHOSPHO1 block: inhibitors of human PHOSPHO1 phosphatase. Q8TCT1. recombinant PHOSPHO1, absorbance phosphatase assay. inhibition, % at 13.3 µM. 290,000 tested, 1.1% active. AID 1565; in the data active means inhibition above about 60%
NS3 helicase inh: inhibitors of Hepatitis C virus NS3 helicase; NS3 helicase DNA unwinding, Cy5 molecular beacon fluorescence; inhibition, % at 10.9 µM; AID 1800; 290,000 tested, 0.56% active;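 active means inhibition above the mean of all tested compounds plus 3 SD, set per campaign, cut at about 35% in these data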;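 further: 0% = DMSO wells and 100% = thioflavine S control wells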
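test system = hepatitis C virus NS3 helicase domain fragment enzyme | reagent = annealed dual-labelled DNA beacon duplex, ATP-started | times = 1 h at 25 °C | detection = Cy5 fluorescence, 0 and 60 min reads | read-out basis = percent inhibition from t60/t0 fluorescence ratio | control set = DMSO and thioflavine S | replication = one well per compound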
IMP-1 inhibitor: inhibitors of Pseudomonas aeruginosa IMP-1 metallo-beta-lactamase. AID 1556. 290,000 tested, 0.45% active. purified IMP-1, nitrocefin hydrolysis, epi-absorbance fluorescence. inhibition, % at 5.6 µM;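 active means inhibition above the mean plus 3 SD of all compounds in the same screening run, cut at about 4.5% in these data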;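 further: 0% = IMP-1 with DMSO and 100% = DMSO wells lacking enzyme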
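assay system = purified recombinant IMP-1 metallo-beta-lactamase enzyme | schedule = 15 min preincubation plus 25 min reaction at 25 °C | signal = Epi-absorbance fluorescence, 480 nm excitation, 530 nm emission | read-out basis = percent inhibition from optical density relative to buffer-blank wells | controls = IMP-1 with DMSO as 0%, enzyme-free DMSO as 100%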
GPR7 antagonist: blocks human GPR7 receptor signaling; P48145; GPR7-expressing cells, fluorescence antagonist assay; inhibition, % at 4.4 µM; 290,000 tested, 1.1% active; in the data active means inhibition above about 16%, passing the limit was not always enough;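 further: cells stimulated with the agonist NPW; 0% = agonist with vehicle and 100% = vehicle without agonist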
OXTR ag: activates the human oxytocin receptor | activation, % at 3 µM | AID 2435 | 320,000 tested, 0.32% active | P30559 | CHO-OTR cells, Fluo-8 calcium fluorescence; normalized: DMSO 0%, oxytocin 100%;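 active means activation above the mean of all tested compounds plus 3 SD, cutoff set per screening run, cut at about 20% in these data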;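 further: peak over basal fluorescence ratio from a 100 s FLIPR kinetic read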
Target sequence (P30559 whole entry, looked up): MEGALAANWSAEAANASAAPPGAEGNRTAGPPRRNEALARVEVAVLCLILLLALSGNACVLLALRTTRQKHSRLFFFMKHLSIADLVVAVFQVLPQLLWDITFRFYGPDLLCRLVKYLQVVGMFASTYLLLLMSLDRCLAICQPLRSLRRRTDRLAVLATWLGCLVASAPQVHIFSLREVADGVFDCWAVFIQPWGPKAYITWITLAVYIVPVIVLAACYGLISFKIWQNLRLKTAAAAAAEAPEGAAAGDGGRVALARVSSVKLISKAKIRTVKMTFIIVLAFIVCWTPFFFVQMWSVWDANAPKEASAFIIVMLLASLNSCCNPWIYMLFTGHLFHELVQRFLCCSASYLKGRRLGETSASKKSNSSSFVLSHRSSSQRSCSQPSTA
Starred values were filed as active, the others as inactive; / = not tested or not shown.

SMILES	VIM-2 inh	FID counter	V1R ag counter	GalR3 antag	PHOSPHO1 block	NS3 helicase inh	IMP-1 inhibitor	GPR7 antagonist	OXTR ag
Nc1nonc1-n1nnc(C(=O)N/N=C/c2ccc(OCc3ccccc3)cc2)c1COc1ccc(F)cc1	-1.0	-5	0.6	-1	5	1	-1.6	7	0.5
CCc1nnc(NC(=O)c2ccc(COc3ccccc3)o2)s1	-2.1	-6	-0.6	-6	14	5	-1.6	-8	-0.9
COC(=O)c1sccc1NC(=O)c1csc2c1CCCC2	-2.0	1	-0.5	/	10	6	-5.2	-13	-1.0
O=[N+]([O-])c1cccc(-c2noc(-c3ccco3)n2)c1	-2.4	4	-0.6	-1	-12	-17	-2.8	-6	-1.0
CCCc1cc(=O)oc2cc(C)cc(OCC(=O)NCc3cccnc3)c12	1.1	-34	-0.1	3	28	9	-2.4	-5	-2.4
C=CCn1c(N)c(C(=O)NCc2ccco2)sc1=S	-2.1	0	-0.1	-6	7	7	-4.8	-6	-0.4
Cc1nn(Cc2c(Cl)cccc2Cl)c(C)c1NC(=O)Cn1nc([N+](=O)[O-])c(Cl)c1C	-2.6	1	1.4	0	-4	3	-2.9	-3	1.1
Cc1ccc2c(c1)C1(C(=O)N2C)N2CC3(C)CN1CC(C)(C2)C3=O (stereo not given)	-4.2	-3	0.9	-11	-18	7	-2.5	12	0.7
CCOC(=O)c1c(NC(=O)c2cc3n(n2)C(C(F)(F)F)CC(c2ccccc2)N3)sc(C)c1C (stereo not given)	-1.8	-6	-0.6	1	-11	9	-2.9	-13	-0.6
Cc1cc(C(=O)COC(=O)Cc2n[nH]c(=O)c3ccccc23)c(C)n1-c1cccc(C(F)(F)F)c1	-1.8	-20	0.9	-1	-8	0	-1.6	-12	-0.5
NC[C@@]12CCCC1C1CCC2C1 (stereo not given in full)	-2.1	2	-0.1	/	6	-4	-2.0	-8	-0.2
COc1ccc(CNCC(O)COCc2cccs2)cc1 (stereo not given)	0.9	15	0.5	-5	-3	-3	-0.9	-1	2.7
O=C(NC1CC1)c1ccc(CSCc2cccc(F)c2)o1	-1.2	-5	3.5	0	11	-1	-4.9	-7	6.2
CCC(CC)C(=O)Nc1cccc(/C(C)=N\NC(=O)c2ccc(C)s2)c1	-6.8	-3	-1.1	1	19	-2	-1.3	-11	-2.9
COCCN1CCn2c(nc3cc(NC(=O)c4cccs4)ccc32)C1	-0.1	-2	0.4	3	31	-5	-2.1	1	0.0
CCOc1ccccc1Oc1cn[nH]c1-c1ccc(O)cc1O	-0.8	-5	3.9	-8	38	12	-0.4	-12	5.6
O=C(CN(C(=O)c1nsc(Cl)c1Cl)c1ccc(F)cc1)NC1CCCC1	1.8	-24	-0.9	-6	-12	1	-1.8	1	-1.6
COc1cc([N+](=O)[O-])cc(/C=C2/SC(=S)N(Cc3ccccc3)C2=O)c1O	-4.6	41*	64*	-9	-2	24	-3.2	6	82*
Cc1cc(-c2nsc(=O)o2)c(S(C)(=O)=O)s1	-4.8	3	0.2	-1	69*	-9	-2.3	-2	0.9
Cc1cc(C(=O)COC(=O)CC2Sc3ccccc3NC2=O)c(C)n1-c1cccc(C(F)(F)F)c1 (stereo not given)	2.0	-18	0.9	-1	-10	16	-0.2	-11	-1.8

Profiles from above. Order of values: VIM-2 inh | FID counter | V1R ag counter | GalR3 antag | PHOSPHO1 block | NS3 helicase inh | IMP-1 inhibitor | GPR7 antagonist | OXTR ag
COc1cc([N+](=O)[O-])cc(/C=C2/SC(=S)N(Cc3ccccc3)C2=O)c1O is entered as -4.6 | 41* | 64* | -9 | -2 | 24 | -3.2 | 6 | 82*
Cc1ccc2c(c1)C1(C(=O)N2C)N2CC3(C)CN1CC(C)(C2)C3=O (stereo not given) is entered as -4.2 | -3 | 0.9 | -11 | -18 | 7 | -2.5 | 12 | 0.7
COc1ccc(CNCC(O)COCc2cccs2)cc1 (stereo not given) is entered as 0.9 | 15 | 0.5 | -5 | -3 | -3 | -0.9 | -1 | 2.7
NC[C@@]12CCCC1C1CCC2C1 (stereo not given in full) is entered as -2.1 | 2 | -0.1 | / | 6 | -4 | -2.0 | -8 | -0.2
CCOC(=O)c1c(NC(=O)c2cc3n(n2)C(C(F)(F)F)CC(c2ccccc2)N3)sc(C)c1C (stereo not given) is entered as -1.8 | -6 | -0.6 | 1 | -11 | 9 | -2.9 | -13 | -0.6

The listing continues:
SMILES	VIM-2 inh	FID counter	V1R ag counter	GalR3 antag	PHOSPHO1 block	NS3 helicase inh	IMP-1 inhibitor	GPR7 antagonist	OXTR ag
Cc1ccc2cc3cc(C(=O)NC4CC4)oc3nc2c1	3.0	-19	5.9	1	-8	2	-1.0	-20	2.4
CCN(CC)C(=O)c1n[nH]c(=O)c2ccccc12	-0.3	1	-0.1	-3	-22	0	-3.6	-12	1.2
Cc1ccc(C(=O)N2CCNC(=O)C2CC(=O)Nc2ccccc2)cc1 (stereo not given)	-2.0	-7	0.8	0	48	0	-2.2	-9	0.6
CC(C)(C)C(=O)Nc1cc2nn(-c3ccccc3)nc2cc1Cl	-1.0	-4	/	-2	15	6	-2.4	-8	/
CCOc1ccccc1CN1CCNC(=O)C1CC(=O)NCc1nccn1CC (stereo not given)	-4.1	-3	0.6	-1	23	-9	-1.7	-2	-0.1
CCOC(=O)N1CCN(C(=O)CNS(=O)(=O)c2cccs2)CC1	-2.1	5	0.9	-5	4	0	-3.4	-13	0.0
O=S1(=O)CCN(Cc2ccccc2Cl)CC1	-2.5	-2	1.0	1	29	3	-2.7	0	-1.5
Cc1ccc(C)c(OCc2nnc(NC(=O)c3ccc4c(c3)OCO4)s2)c1	-1.1	-6	0.4	5	25	2	-2.0	-8	0.1
COc1ccc2ccccc2c1CN1CCN(C(=O)c2ccco2)CC1	1.6	-25	2.5	-9	32	-5	-1.1	-6	1.4
CCCn1c(NCc2cccs2)nc2ccccc21	-0.6	8	-0.2	-4	-2	-4	0.9	-1	-0.9
O=C(CCN1CCN(c2ccccc2)CC1)Nc1ccc2c(c1)OCO2	-1.3	2	1.5	-4	2	-4	-2.6	-7	0.8
CC(Sc1nc(-c2ccccc2)cc(C(F)(F)F)n1)C(=O)O (stereo not given)	-5.0	-11	1.0	0	10	17	-3.0	3	1.7
CC(=O)NC(CC(=O)N(Cc1ccccc1)c1cccc(C)c1)c1ccccc1 (stereo not given)	-1.7	-60	0.1	-2	38	18	-1.3	10	3.7
CC(=O)c1ccccc1OCCOCCOCCOc1ccccc1C(C)=O	-1.7	-34	0.2	8	32	-3	-1.9	-3	-0.1
CC(C)(C)NC(=S)NNC(=O)c1ccc2ncccc2c1	-1.9	-2	0.0	3	-65	2	-3.2	-8	0.7
COc1cccc(CNC(=O)Cn2cc3c(n2)CCCC3)c1	-0.3	-3	-0.2	8	18	-3	-2.2	-9	0.9
C/C(=N\NC(=O)CN1CCN(S(=O)(=O)c2ccc(C)cc2)CC1)c1ccc(O)cc1	-2.6	-31	1.1	-6	20	-7	0.2	-2	0.7
Nc1c(-c2ccccc2)cnc2cc(-c3ccccc3)nn12	-1.9	0	/	-9	5	1	-2.9	-17	/
CC1=Nc2ccccc2N=C(NC(=O)c2ccccc2)C1c1ccccc1 (stereo not given)	-3.1	-6	0.3	-4	17	3	-2.1	-11	-2.9
C=CCn1cccc(C(=O)Nc2cc(OC)cc(OC)c2)c1=O	-1.2	-25	0.6	3	8	-2	-1.8	-1	-0.5

3 compounds out of the list, arranged by number of heavy atoms, ascending:
SMILES	VIM-2 inh	FID counter	V1R ag counter	GalR3 antag	PHOSPHO1 block	NS3 helicase inh	IMP-1 inhibitor	GPR7 antagonist	OXTR ag
CC(C)(C)C(=O)Nc1cc2nn(-c3ccccc3)nc2cc1Cl	-1.0	-4	/	-2	15	6	-2.4	-8	/
COc1ccc2ccccc2c1CN1CCN(C(=O)c2ccco2)CC1	1.6	-25	2.5	-9	32	-5	-1.1	-6	1.4
CCOc1ccccc1CN1CCNC(=O)C1CC(=O)NCc1nccn1CC (stereo not given)	-4.1	-3	0.6	-1	23	-9	-1.7	-2	-0.1

Continuation.
SMILES	VIM-2 inh	FID counter	V1R ag counter	GalR3 antag	PHOSPHO1 block	NS3 helicase inh	IMP-1 inhibitor	GPR7 antagonist	OXTR ag
CCOC(=O)C1CCCN(S(=O)(=O)c2c(C(=O)N3CCCCC3)c(C)n(C)c2C)C1 (stereo not given)	-0.7	-33	0.1	-10	24	-3	-1.6	-9	-0.3
CC1(C)Cc2c(ccc3ccccc23)C(=O)N1	-2.6	-5	9.7	-4	33	15	-3.3	1	-1.6
CC(=O)c1ccc(CCCC(=O)O)cc1	-0.9	3	-0.3	-5	5	2	-3.0	-15	1.3
Cn1c(CCN2CCN(c3ccccn3)CC2)nc2cc(NC(=O)COc3ccccc3)ccc21	-1.9	2	12	-9	34	-10	-1.0	-3	6.6
COc1ccccc1-n1c(SCC(N)=O)nc2c(c1=O)SCC2	-1.6	-2	0.0	5	17	-1	-2.7	-9	0.2
CC(=O)Nc1ccc(S(=O)(=O)NC2(C(F)(F)F)NC(=O)N(c3ccc(C)cc3)C2=O)cc1 (stereo not given)	-0.7	-6	0.9	-1	42	10	-2.5	-11	-0.1
Nc1nc2c(Cl)ccc(Cl)c2s1	0.1	3	0.4	6	-24	-4	-1.8	-12	0.5
O=[N+]([O-])c1ccc(-c2nnc(S)n2-c2ccccc2)cc1	-2.3	-4	0.4	/	-42	-4	-1.5	-3	0.0
CCc1ccc(NC(=S)NC2CCN(Cc3ccccc3)CC2)cc1	-0.4	13	6.5	-2	-16	-34	-0.3	-1	9.1
Cc1cc(C(F)(F)F)nn1CC(=O)NCc1cccs1	-0.3	2	-0.3	-2	0	2	-0.1	-10	-0.1
CN(C)CCN(C(=O)c1ccc(N2C(=O)CCC2=O)cc1)c1nc2cc3c(cc2s1)OCO3	-1.5	2	0.5	1	-8	2	-1.9	-23	1.1
Cc1ccc(N2CN(Cc3cccnc3)CNC2=S)cc1	-0.1	-1	0.5	1	12	8	-1.5	-6	0.3
CC(=O)N1c2ccc(S(=O)(=O)N3CCCC(C(=O)N4CCCCC4)C3)cc2CC1C (stereo not given)	0.7	-48	1.4	0	46	-2	-3.3	-1	1.1
O=C(NCCCN1CCN(c2ccc(F)cc2)CC1)C1CCCN(c2ncnc3c2nc2n3CCCCC2)C1 (stereo not given)	0.7	16	1.6	5	32	-49	-1.5	-13	-0.2
Cc1ccc(OCC(=O)Nc2ccc(C(=O)O)cc2NC(=O)COc2ccc(C)c(C)c2)cc1C	-3.6	-37	-0.1	-3	20	-32	-1.0	-19	-0.3
Cc1ccc(C(=O)N/C(=C/c2cccs2)C(=O)NCCc2c[nH]c3ccccc23)cc1	-4.5	-21	-0.5	-6	-22	0	-3.7	-5	-1.9
Cc1nnc(NC(=O)CSc2nnc(CNC(=O)c3ccc(F)cc3)o2)s1	-4.0	-10	0.7	0	34	0	0.8	11	0.9
CN(C(=O)c1cc2n(n1)C(C(F)(F)F)CC(c1ccco1)N2)c1ccccc1 (stereo not given)	-3.7	-38	0.2	2	34	9	-3.2	4	-0.1

High-throughput results (PubChem BioAssay)
